# FN deposit inh: fibronectin deposition inhibition. inhibition, % at 12.6 µM. 350,000 compounds, 0.086% hits. AH1F fibroblasts, Alexa488-fibronectin deposition fluorescence, overnight;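 active = mean inhibition across replicates of 30% or more, regardless of how many single replicates reach that level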;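 also: positive control wells lacked labelled fibronectin entirely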
#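 Schedule: 1 h cell adhesion before compound, then overnight fibronectin incubation; test system: AH1F fibroblast monolayer depositing Alexa488-labelled fibronectin into matrix; quantity: 10000 AH1F cells per well; probe or stimulus: fluorescent fibronectin at 24 nM final; signal: fluorescence, ex 485 nm, em 525 nm; evaluation: percent inhibition as loss of matrix-bound fibronectin fluorescence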
# S100A4 inh HTS: S100A4-myosin IIA interaction inhibition; S100A4/TAMRA-MyoIIA peptide fluorescence polarization; P26447; 360,000 compounds, 0.14% hits; AID 652163; inhibition, % at 10.7 µM;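 active = mean inhibition of at least 70% across replicates, with every replicate also reaching that level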
# Target sequence (P26447 whole entry, looked up): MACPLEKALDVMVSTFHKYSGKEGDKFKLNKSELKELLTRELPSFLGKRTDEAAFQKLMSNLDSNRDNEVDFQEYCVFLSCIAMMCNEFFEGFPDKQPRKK
#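 Material: S100A4 monomer protein / Buffer or medium: 50 mM HEPES pH 7.2, 10 mM CaCl2, 100 mM KCl / Times: 5 min incubation before reading / Benchmarks: neutral control DMSO, positive control TFP / Reagent: labelled myosin peptide probe, 5 nM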
# LGR2 inh: blocks bursicon-induced cAMP signaling via Drosophila LGR2 | 380,000 compounds, 0.35% hits | inhibition, % at 9.99 µM | HEK293 LGR2, CRE-luciferase, bursicon-stimulated, 4 h | AID 720647;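 active = drop in luminescence signal, shown as inhibition above about 50% in the replicate tests, limit read from the data, passing the limit was not always enough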;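 also: agonist challenge used bursicon conditioned medium at about half maximal strength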
# ERAP1 inh: inhibitors of human ERAP1 aminopeptidase; Q9NZ08; recombinant ERAP1, Leu-AMC fluorescence, 60 min; inhibition, % at 10.7 µM; 340,000 compounds, 0.15% hits; AID 652197;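 active = mean replicate inhibition of at least 30%, or all replicates individually reaching that 30% level; inactive = mean below 30% and not every replicate reaching it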;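 also: 0% = neutral control wells and 100% = L-leucinethiol positive control wells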
# Target sequence (Q9NZ08 whole entry, looked up): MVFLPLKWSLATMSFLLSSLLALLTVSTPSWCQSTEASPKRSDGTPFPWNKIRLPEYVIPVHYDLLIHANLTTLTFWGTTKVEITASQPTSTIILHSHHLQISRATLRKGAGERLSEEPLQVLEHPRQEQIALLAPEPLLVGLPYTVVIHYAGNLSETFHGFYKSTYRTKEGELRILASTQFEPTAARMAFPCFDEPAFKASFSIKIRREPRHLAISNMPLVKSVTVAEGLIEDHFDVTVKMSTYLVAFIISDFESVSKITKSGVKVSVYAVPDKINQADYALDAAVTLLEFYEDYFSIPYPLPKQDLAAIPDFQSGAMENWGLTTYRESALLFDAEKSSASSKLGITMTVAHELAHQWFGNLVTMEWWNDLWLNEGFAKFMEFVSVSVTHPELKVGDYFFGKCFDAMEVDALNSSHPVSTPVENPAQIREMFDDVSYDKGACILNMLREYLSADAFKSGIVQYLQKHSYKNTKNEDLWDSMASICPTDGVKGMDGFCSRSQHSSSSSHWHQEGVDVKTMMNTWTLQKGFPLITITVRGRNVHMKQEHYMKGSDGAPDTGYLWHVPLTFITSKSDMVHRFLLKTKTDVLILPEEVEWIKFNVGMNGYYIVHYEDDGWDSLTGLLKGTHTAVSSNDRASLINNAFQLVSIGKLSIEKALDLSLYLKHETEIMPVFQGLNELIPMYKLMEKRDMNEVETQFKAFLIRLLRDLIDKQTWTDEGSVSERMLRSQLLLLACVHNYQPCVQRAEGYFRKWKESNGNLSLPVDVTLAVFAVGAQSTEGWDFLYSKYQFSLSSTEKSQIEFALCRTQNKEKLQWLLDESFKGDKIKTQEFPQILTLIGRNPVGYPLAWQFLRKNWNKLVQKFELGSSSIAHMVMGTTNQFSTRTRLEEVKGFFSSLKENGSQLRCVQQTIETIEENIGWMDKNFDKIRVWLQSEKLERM
# PAX8 reporter: lowers PAX8-driven luciferase in RMG-I cells; RMG-I TPO-luciferase reporter, SteadyGlo, 24 h; inhibition, % at 12.6 µM; 360,000 compounds, 1.2% hits; AID 652154;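 active = mean replicate inhibition at least 60% with every replicate also reaching 60%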;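 also: luciferase light reporting Pax8 driven TPO promoter activity; plate controls were median of neutral control wells for no effect and mitoxantrone controls for full effect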
# PglD DTNB: PglD (C. jejuni) enzyme inhibition; purified PglD enzyme, DTNB colorimetric CoA detection; inhibition, % at 12.5 µM; 360,000 compounds, 0.098% hits; AID 602405; in the data active = inhibition above about 16%, passing the limit was not always enough; also: strong numbers were not always called active
# PGC1a acetyl inh: lowers PGC1a acetylation signal in U2OS cells. AlphaScreen anti-acetyl-lysine; with virally co-expressed GCN5 acetyltransferase. 350,000 compounds, 0.17% hits. inhibition, % at 15.6 µM;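 active = every replicate shows inhibition of at least 40%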;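 also: 0% = neutral control wells and 100% = positive control wells; some results beyond the cut were filed as inactive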
# EWS-Fli block: inhibitors of EWS/Fli oncoprotein transcriptional activity | 350,000 compounds, 0.67% hits | inhibition, % at 12.6 µM | A673 NR0B1-luciferase reporter, viability-normalised | AID 651661;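 active = mean inhibition of at least 50% after viability correction, with every replicate also passing that limit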;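 also: firefly luciferase signal divided by Alamar Blue viability fluorescence both relative to DMSO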
# * = called active by the depositor; . = no result given; & = joins results of further samples.
SMILES,FN deposit inh,S100A4 inh HTS,LGR2 inh,ERAP1 inh,PAX8 reporter,PglD DTNB,PGC1a acetyl inh,EWS-Fli block
Cc1c(C(=O)N(Cc2ccccc2Cl)C2CCS(=O)(=O)C2)oc2ccccc12 (stereo unspecified),9,1,-5,4,1,-3,-9,-16
O=C(CCN1CCCCC1)NCC[C@@H]1CC[C@@H](NC(=O)Cc2cccnc2)[C@H](CO)O1,-4,-49,19,-2,-8,3,-10,0
COc1cc(Cl)ccc1OCc1cc(C(=O)N(C)CCc2cnn(C)c2)no1,7,-4,-46,-5,-259,2,-22,-90
Cc1cc(C)cc(NC(=O)N2CCC(NC(=O)c3ccco3)CC2)c1,2,5,12,2,5,4,-5,3
CCC(=O)Nc1ccc2c(c1)C(=O)N(C)C[C@@H](OC)[C@H](C)CN(CC1CCOCC1)[C@@H](C)CO2,.,.,-3,.,23,-1,-7,6
CO[C@H]1CN(C)C(=O)c2cc(NS(C)(=O)=O)ccc2OC[C@@H](C)N(C(=O)C2CCOCC2)C[C@H]1C,2,2,-5,-1,.,1,1,3
C[C@H]1CN([C@@H](C)CO)S(=O)(=O)c2ccc(Br)cc2O[C@@H]1CN(C)C(=O)CN(C)C,-7,10,4,0,.,1,8,-2
CSc1nc(C)c(C(=O)C[n+]2ccccc2)cc1C#N,-9,-2,0,1,-8,-2,8,7
O=C(Cc1ccc([N+](=O)[O-])cc1)N/N=C/c1cccnc1,0,-2,-6,-3,-12,.,.,-8
COc1ccc(-c2ccc([C@H]3[C@H](CO)N4C(=O)CN(C(=O)C5CCOCC5)C[C@@H]34)cc2)cc1,.,-12,-3,1,-26,.,-11,6
Cc1csc(SC(C)c2nc3scc(-c4ccccc4)c3c(=O)[nH]2)n1 (stereo unspecified),-12,-2,-5,.,-10,.,-11,8
CCn1c(CNC(=O)c2ccc(F)cc2)cc2ccccc21,2,0,-15,.,-39,-3,-22,-58
O=C(NCCNc1ccc([N+](=O)[O-])cc1)c1ccccc1F,4,-3,6,3,6,-2,.,5
O=C(Nc1ccc(Cl)c(Cl)c1)N[C@@H]1CC[C@H](CCn2cc(C3CCCCC3)nn2)O[C@@H]1CO,-10,8,0,-1,-5,-4,-2,6
Clc1ccc(-c2csc(N3CCOCC3)n2)cc1,-12,-10,-71,1,-218,.,5,-137
COc1ccc(NS(=O)(=O)c2cccc(C(=O)N3CCCC(C)C3)c2)cc1 (stereo unspecified),-6,-4,6,2,-15,0,-5,6
C[C@H](CO)N1C[C@H](C)[C@@H](CN(C)C(=O)Nc2cccc3ccccc23)Oc2ccc(NS(=O)(=O)c3cccs3)cc2CC1=O,.,.,5,.,18,-2,-6,-5
CC(C)CC#Cc1cnc2c(c1)C(=O)N([C@H](C)CO)C[C@H](C)[C@H](CN(C)C(=O)CN1CCOCC1)O2,-23,-2,2,1,.,20,5,-6
COc1ccc(N(CC(=O)Nc2ccc3c(c2)OCO3)S(=O)(=O)c2ccccc2)cc1OC,9,2,5,0,12,5,-4,5
Clc1ccc(CNc2ccc(N3CCN(Cc4ccccc4)CC3)cc2)cc1,3,4,-4,-1,28,0,-11,13
CCOc1ccc(NS(=O)(=O)c2ccc(C(=O)NCC(c3cccs3)N3CCOCC3)cc2)cc1 (stereo unspecified),.,-1,1,1,19,-1,.,-1
O=C(C[C@H]1C=C[C@@H](NC(=O)c2cccnc2)[C@H](CO)O1)NCc1ccncn1,3,-1,4,-1,-2,.,-3,.
COCC(=O)Nc1ccc2c(c1)OC[C@H](C)N(Cc1ccccc1OC)C[C@@H](C)[C@H](OC)CN(C)C2=O,-2,0,-3,0,-13,2,-5,4
CN(C)c1ccc2c(c1)[C@H]1C[C@H](CC(=O)NCc3cccc(F)c3)O[C@@H](CO)[C@H]1O2,.,12,-5,2,11,1,-5,-4
O=C(CN1CCOCC1)N[C@@H]1CC[C@@H](CCNC(=O)Nc2cc(F)ccc2F)O[C@@H]1CO,-9,-4,3,0,6,4,-7,-15

# Part of the list above, tab-delimited.
smiles	FN deposit inh	S100A4 inh HTS	LGR2 inh	ERAP1 inh	PAX8 reporter	PglD DTNB	PGC1a acetyl inh	EWS-Fli block
O=C(Nc1ccc(Cl)c(Cl)c1)N[C@@H]1CC[C@H](CCn2cc(C3CCCCC3)nn2)O[C@@H]1CO	-10	8	0	-1	-5	-4	-2	6
CCOc1ccc(NS(=O)(=O)c2ccc(C(=O)NCC(c3cccs3)N3CCOCC3)cc2)cc1 (stereo unspecified)	.	-1	1	1	19	-1	.	-1
Cc1c(C(=O)N(Cc2ccccc2Cl)C2CCS(=O)(=O)C2)oc2ccccc12 (stereo unspecified)	9	1	-5	4	1	-3	-9	-16
CO[C@H]1CN(C)C(=O)c2cc(NS(C)(=O)=O)ccc2OC[C@@H](C)N(C(=O)C2CCOCC2)C[C@H]1C	2	2	-5	-1	.	1	1	3
O=C(C[C@H]1C=C[C@@H](NC(=O)c2cccnc2)[C@H](CO)O1)NCc1ccncn1	3	-1	4	-1	-2	.	-3	.
O=C(CCN1CCCCC1)NCC[C@@H]1CC[C@@H](NC(=O)Cc2cccnc2)[C@H](CO)O1	-4	-49	19	-2	-8	3	-10	0

# The results go on:
SMILES,FN deposit inh,S100A4 inh HTS,LGR2 inh,ERAP1 inh,PAX8 reporter,PglD DTNB,PGC1a acetyl inh,EWS-Fli block
Cc1ccc(NC(=O)Cn2c(=O)cnc3ccccc32)cc1S(=O)(=O)N1CCOCC1,7,-3,-10,6,-1,1,-2,5
CN(C)C(=O)C[C@H]1C[C@H]2c3cc(NC(=O)NC4CCCCC4)ccc3O[C@H]2[C@@H](CO)O1,-9,10,-9,-2,-13,-2,-5,3
Cc1ccc(CCNC(=O)c2ccc3nc4ccccc4c(=O)n3c2)cc1,-4,1,3,0,-12,1,-7,-16
COc1ccc(NC(=O)c2cc(OC)c(OC)c(OC)c2)cn1,.,-3,0,3,.,0,-8,1
COC(=O)CN1C(=O)[C@H]2[C@@H](/C=C/c3ccccc3)N3C(=O)CN(CC4CC4)C(=O)[C@@]3(Cc3ccccc3)[C@H]2C1=O,-1,1,7,.,-4,6,-11,-4
O=C(CN1C(=O)NC2(CCCC2)C1=O)NCc1ccc(F)cc1,-2,4,-5,0,.,.,14,-2
O=C(NCCN1CCC(n2c(=O)[nH]c3ccccc32)CC1)c1cccc(Cl)c1,1,-6,5,-5,-12,.,.,-2
O=C(C[C@H]1CC[C@@H]2NC[C@H](O)COC[C@H]2O1)NCCc1ccncc1,-10,1,-26,-5,-10,2,-2,0
CCOC(=O)C1CCN(C(=O)CN(c2ccc3c(c2)OCCO3)S(C)(=O)=O)CC1,.,1,-10,4,.,-6,-5,-1
C[C@H](CO)N1C[C@H](C)[C@H](CN(C)C(=O)Nc2ccc(F)cc2)Oc2ccc(NC(=O)Nc3ccc(C(F)(F)F)cc3)cc2C1=O,.,9,3,5,.,0,-3,3
COc1ccc(S(=O)(=O)NCC(=O)N(CC(=O)NCc2ccco2)C2CCCC2)cc1,-1,-1,1,1,-10,2,1,-10
O=C(CN1C(=O)NC(Cc2ccccc2)C1=O)Nc1ccc(OC(F)(F)F)cc1 (stereo unspecified),-4,3,-16,2,-12,1,15,7
COc1ccccc1OCc1ccc(C(=O)NC(C)c2ccccc2)o1 (stereo unspecified),-10,-4,3,-2,-21,2,-5,5
c1ccc2c(c1)CNc1ccccc1-2,2,1,-9,3,7,.,8,9
COc1ccccc1N(C(=O)c1ccco1)C(C(=O)NC1CCCCC1)c1cc(OC)c(OC)c(OC)c1 (stereo unspecified),3,-3,-3,1,5,-4,.,14
Cn1cnc(S(=O)(=O)N[C@@H]2C=C[C@H](CC(=O)NCC3CCCCC3)O[C@@H]2CO)c1,-8,-4,-15,0,9,3,-1,3
CC(OC(=O)Cc1n[nH]c(=O)c2ccccc12)C(=O)Nc1cccc([N+](=O)[O-])c1 (stereo unspecified),-2,0,10,-2,-5,.,-6,4
O=C(CN1CCCC1)N/N=C/c1c(O)ccc2ccccc12,-4,-3,18,3,10,0,4,17
O=C(Cc1ccc(NC(=O)C2CCCN(C(=O)C3CCCC3)C2)cc1)Nc1cccc(C(=O)N2CCCC2)c1 (stereo unspecified),-1,1,20,8,7,0,-3,6
CC(OC(=O)c1cccc(-n2cnnn2)c1)C(=O)c1ccccc1 (stereo unspecified),9,2,11,1,-49,1,-11,-12
C/C=C/c1ccc2c(c1)O[C@@H](CN(C)C(=O)NC1CCCCC1)[C@@H](C)CN([C@H](C)CO)S2(=O)=O,-10,0,-6,-2,-8,2,-5,-12
CC1=NS(=O)(=O)NC(C)(C)C1,4,2,-1,-1,-11,.,.,0
OC[C@H]1[C@@H](c2ccc(C#CC3CCCC3)cc2)[C@H]2CN(CCC(F)(F)F)CCCCN21,.,1,.,0,-1,-1,-23,29
Cc1c(Cl)cccc1NC(=O)CSc1sc2c(O)cc(=O)[nH]c2c1C#N,3,-3,24,-2,10,-4,.,1
CCN(CC(=O)Nc1c(F)cccc1F)C(=O)CCc1nc2cc(S(=O)(=O)N3CCOCC3)ccc2n1C,5,-2,17,-3,-22,.,.,-3
# (cont.)
SMILES,FN deposit inh,S100A4 inh HTS,LGR2 inh,ERAP1 inh,PAX8 reporter,PglD DTNB,PGC1a acetyl inh,EWS-Fli block
C[C@H](CO)N1C[C@H](C)[C@H](CN(C)S(=O)(=O)c2cccs2)Oc2c(NS(C)(=O)=O)cccc2C1=O,-21,4,-1,2,.,-3,-6,-1
C[C@H](CO)N1C[C@H](C)[C@@H](CN(C)C(=O)Nc2ccc(C(F)(F)F)cc2)Oc2ncc(C3=CCCC3)cc2C1=O,8,7,2,1,.,-3,-1,-3
CCOc1ccccc1C(=O)N1CCC(C(=O)c2ccc(F)cc2)CC1,-2,.,.,.,8,-1,-1,.
C[C@@H]1CN([C@H](C)CO)C(=O)c2c(c3ccccc3n2C)-c2ccccc2CO[C@H]1CN(C)Cc1ccccc1,-1&-4,-5,-19,8,13,3,17,-8
COc1cc(/C=N/n2c(C)nc3ccccc3c2=O)ccc1O,-1,-1,6,2,-6,1,1,-1
COc1ccccc1N1CCN(C(=O)c2cc(S(=O)(=O)N3CCCCC3)ccc2C)CC1,0,-2,-7,3,.,1,43,8
Nc1cc(C(=O)OCC(=O)NNC(=O)c2cccs2)ccc1Cl,3,-3,7,-1,.,7,3,5
O=C(C[C@H]1C[C@H]2c3cc(NC(=O)c4cccnc4)ccc3O[C@H]2[C@H](CO)O1)NCc1ccncc1,-8,-1,2,2,.,1,1,-3
O=C(N/C(=C/c1ccccc1)C(=O)N1CCCCC1)c1ccc(Br)o1,14,6,-11,8,-1,-2,-9,9
Cc1ccccc1Cn1cc(NC(=O)c2noc3c2CC(C(C)(C)C)CC3)cn1 (stereo unspecified),.,3,-2,0,.,2,0,-4
COc1ccc2c3c(n(C)c2c1)[C@@H](CO)N(Cc1ccc(F)cc1)CC31CCN(CC2CC2)CC1,.,7,-4,-4,.,.,-32,-3
CO[C@@H]1CN(C)C(=O)c2cc(NC(C)=O)ccc2OC[C@H](C)N(CCC(F)(F)F)C[C@H]1C,-6,-9,-10,0,.,1,0,2
COc1ccc(N2CCN(C(CNC(=O)C(=O)NC3CC3)c3ccco3)CC2)cc1 (stereo unspecified),-2,13,2,-1,-11,7,-15,-1
COc1ccc(C(=O)ON=C(C)c2nccs2)cc1,-6,-8,-44,.,-17,2,.,-19
NC(=O)CC(NC(=O)Cc1ccc(Br)cc1)c1ccc(N2CCC(N3CCCC3)CC2)c([N+](=O)[O-])c1 (stereo unspecified),12,2,-14,-2,-82,1,.,-18
Cc1cc2cc3c(cc2nc1SCC(=O)Nc1nc(C)c(C)s1)OCO3,-6,.,.,.,7,0,5,.
COC(=O)c1ccccc1S(=O)(=O)N1CCC(C(=O)OC(C)C(=O)Nc2ccc(NC(C)=O)cc2)CC1 (stereo unspecified),4,4,1,-1,3,-2,.,.

# Compound activity from PubChem.

# Rows are unselected; any-hit rate near 2.1%.
